KCNH2 3.1 block – blocks the human KCNH2 3.1 channel isoform; U2OS KCNH2 3.1, thallium flux FluxOr; hits give low values; activity change, % (tested at about 1.8 µM); 340,000 tested, 0.95% active; AID 720553;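 active = maximum activity change below -70%; inconclusive = maximum activity change from -70% to -50%; inactive = maximum activity change above -50%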;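 also: thallium influx rate constant from kinetic fluorescence after stimulation buffer; % is scaled to controls: 0 for no effect and ±100 for the full control effect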
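Steps: virus added to U2OS suspension (4 h, RT, dark); medium with 10% FBS added, cells plated, 37 C overnight; FluxOr/Red40 loading buffer 45 min RT; stimulation buffer, 2 min kinetic read; rate constant normalized.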
Coupling enz – inhibits coupling enzyme system, counter-screen for aldolase hits; activity change, negative = inhibition, % at 58.2 µM, hits read low; coupling enzyme system counterscreen, AmpLite Red fluorescence; 290,000 tested, 0.67% active; AID 2472; in the data active = activity change below about -30%; also: % is scaled to controls: 0 for no effect and ±100 for the full control effect
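Fluorescence at 525 nm excitation and 598 nm emission measured inhibition of the coupled detection system without aldolase. Compounds (at 57.5 uM final) were preincubated 10 min at room temperature with coupling enzyme reagent before a 20 min substrate/AmpLite Red step.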
KCNH2 WT inh – inhibitors of human wildtype KCNH2 potassium channel; activity change, % at 1.84 µM; 340,000 tested, 0.37% active; U2OS, BacMam KCNH2, thallium flux FluxOr; hits give low values; AID 720551;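 active = maximum activity change below -70%; inconclusive = maximum activity change between -70% and -50%; inactive = maximum activity change above -50%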; also: % is scaled to controls: 0 for no effect and ±100 for the full control effect
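U2OS cells transduced with wild-type KCNH2 virus are loaded with FluxOr dye for 45 min, and thallium flux is measured in kinetic reads before and after stimulation buffer. Rate constants are normalized to DMSO controls.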
CXXC DNA block – MLL CXXC-DNA interaction inhibition. Q03164. MLL-CXXC / FITC-HOXA9 DNA fluorescence polarization. Potency, µM (highest dose often 115 µM), for inactives: top-dose activity change, negative = inhibition, hits mostly inhibitors. 290,000 tested, 0.037% active; active = well fitted inhibition curve with a large enough effect in the polarisation, with a control signal flat, not every such curve was filed as active; inconclusive = small, poorly fitted or top-dose-only effect, or effect the other way, or a change in a side signal; inactive = no such curve, though single readings can be large or run the other way; the % refers to the polarisation; also: potency is read from the fitted curve at half-maximal effect
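Fluorescence polarization: 7 uM MLL-CXXC (stock) preincubated 5 min with compounds, then 50 nM fluorescein-HOX-A9 DNA (stock) added; 30 min ambient. Buffer 50 mM Tris-HCl pH 7.5, 50 mM NaCl, 1 mM DTT, 0.05% BSA.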
USP2a inh – blocks human ubiquitin-specific protease USP2a. Potency, µM (doses to about 38.3 µM), inactives show at the top dose activity change, negative = inhibition, most hits filed as inhibitors. USP2 core, Ub-CHOP2 coupled fluorogenic reporter, 485/531. 330,000 tested, 0.01% active;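 also: potency is read from the fitted curve at half-maximal effect; plate controls were DMSO wells for no effect and full inhibition by NEM control for full effect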
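USP2 core (10nM final) preincubated 30min RT with compound in 20mM Tris-HCl pH 8.0, 2mM CaCl2, 2mM beta-mercaptoethanol, 0.05% CHAPS; 25nM Ub-CHOP2 plus 25nM reporter substrate added, fluorescence (Ex485/Em531) read after 60min.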
B2AR arrestin – agonists driving beta-arrestin recruitment to human beta2-adrenergic receptor; P07550; Potency, µM (doses to about 46.1 µM), inactives show top-dose activation, usual class: activators; 330,000 tested, 0.02% active; beta-arrestin recruitment to beta2AR, cell-based reporter;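 also: potency is read from the fitted curve at half-maximal effect; 0% = DMSO controls and full agonism = EC100 isoproterenol or metaproterenol; nearly all actives have a fitted effect of over 65% in size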
Menin MLL FP TR – menin-MLL binding inhibition, Texas Red mutant peptide; O00255; Menin + Texas Red MLL mutant peptide, fluorescence polarization; Potency, µM (series often up to 61.6 µM), inactives show at the top dose FP activity change, negative = inhibition, actives largely listed as inhibitors; 270,000 tested, 0.23% active; AID 1768; active = well fitted inhibition curve with a large enough effect in the polarisation, with a control signal flat, not every such curve was filed as active; inconclusive = small, poorly fitted or top-dose-only effect, or effect the other way, or a change in a side signal; inactive = no such curve, though single readings can be large or run the other way; the % refers to the polarisation; also: potency is read from the fitted curve at half-maximal effect; % of control where 0% means no effect; many of its hits are not listed in these tables
Target sequence (O00255 whole entry, looked up): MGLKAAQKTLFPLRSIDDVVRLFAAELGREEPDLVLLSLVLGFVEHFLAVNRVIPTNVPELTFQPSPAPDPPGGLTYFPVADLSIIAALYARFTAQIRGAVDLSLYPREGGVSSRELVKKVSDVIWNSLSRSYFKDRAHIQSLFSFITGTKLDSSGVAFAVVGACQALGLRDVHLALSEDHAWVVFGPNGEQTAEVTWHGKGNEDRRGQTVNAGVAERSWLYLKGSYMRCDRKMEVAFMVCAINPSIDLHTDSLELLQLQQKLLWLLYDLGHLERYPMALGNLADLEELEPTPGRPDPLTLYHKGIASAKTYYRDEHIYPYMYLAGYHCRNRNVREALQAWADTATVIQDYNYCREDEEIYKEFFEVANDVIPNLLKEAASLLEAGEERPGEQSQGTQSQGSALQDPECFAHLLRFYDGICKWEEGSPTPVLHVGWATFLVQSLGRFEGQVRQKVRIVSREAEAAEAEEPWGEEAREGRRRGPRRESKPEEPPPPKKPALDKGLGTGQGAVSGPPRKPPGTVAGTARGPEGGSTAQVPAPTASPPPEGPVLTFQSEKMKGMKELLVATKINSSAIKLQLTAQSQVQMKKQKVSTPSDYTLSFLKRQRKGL
PKM2 activator – activators of human pyruvate kinase M2; P14618; purified PKM2, Kinase-Glo ATP luminescence, activation; response scale: 0% is enzyme alone, no compound; Potency, µM (titrated, usually from 57.5 µM), for the others: at the highest dose activation, usual class: activators; 260,000 tested, 0.34% active; also: potency is read from the fitted curve at half-maximal effect; % is scaled to controls: 0 for no effect and ±100 for the full control effect; nearly all actives have a fitted effect of over 55% in size
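ATP formation by purified human PK-M2, quantified via coupled luciferase luminescence after 1 h at room temperature with 0.1 mM ADP and 0.5 mM PEP final.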
GALK inh – blocks human galactokinase activity. Purified GALK, Kinase-Glo residual ATP luminescence. Potency, µM (titrated, usually from 57.5 µM), for inactives: at the top dose activity change, negative = inhibition, hits mostly inhibitors. 270,000 tested, 0.007% active. AID 1868; also: potency is read from the fitted curve at half-maximal effect; % is scaled to controls: 0 for no effect and ±100 for the full control effect
Target sequence (P51570 whole entry, looked up): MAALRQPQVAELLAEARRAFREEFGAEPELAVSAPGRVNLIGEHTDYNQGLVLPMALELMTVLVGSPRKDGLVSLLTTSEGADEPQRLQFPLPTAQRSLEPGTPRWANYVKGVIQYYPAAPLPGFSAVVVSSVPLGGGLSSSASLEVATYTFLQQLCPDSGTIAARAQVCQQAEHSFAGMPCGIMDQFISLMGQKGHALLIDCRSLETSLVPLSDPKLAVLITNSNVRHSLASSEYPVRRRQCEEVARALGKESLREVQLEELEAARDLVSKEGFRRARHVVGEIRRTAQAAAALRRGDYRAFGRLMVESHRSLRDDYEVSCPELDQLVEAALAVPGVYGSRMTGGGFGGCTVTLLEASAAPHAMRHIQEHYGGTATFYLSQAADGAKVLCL
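GALK at 5 nM final was combined with compound, 35 uM ATP and 100 uM galactose in HEPES pH8.0 with MgCl2 and DTT. The reaction ran one hour at room temperature before luminescent ATP detection.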
Giardia killer – kills Giardia lamblia; Giardia lamblia trophozoite viability; activity change, % at 7.66 µM, hits read low; 340,000 tested, 0.15% active; in the data active = activity change below about -80%; inconclusive = between about -30% and that limit;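 also: parasites exposed to compound for two days anaerobically before the ATP read; % is scaled to controls: 0 for no effect and ±100 for the full control effect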
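Trophozoites 100 cells/well + cpd; 48 hrs, 37 deg C, anaerobic. ATPLite 1-Step added, 15-30 min RT, luminescence read (ATP-based viability).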
TRPV1 agonist – activates the human vanilloid receptor TRPV1; Q8NER1; TRPV1-expressing cells, Fluo-8 calcium influx, agonist mode; activation, % at 8.33 µM; 320,000 tested, 0.19% active; in the data active = activation above about 80%; inconclusive = between about 30% and that limit; also: 0% is about no effect
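Fluo-8 calcium influx in TRPV1-expressing cells, kinetic read (ex 480/em 520 nm). Compound added and read 3 min for agonist activity, followed by capsaicin at EC20 final and 2 min further read for enhancement.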
* hit, by the source's call; [ ] = remark or other dose. Unless noted, calls follow the shape of the dose curve; as a rule, active = well fitted curve in the direction sought with a large enough effect; inconclusive = small, poorly fitted or top-dose-only effect, or another doubt; inactive = no such curve, though single readings can be large; an effect the other way counts as inactive or inconclusive. Some of the compounds tested; the hit share may differ from the screen's.

How did CCCCSc1nc2[nH]ncc2c(=O)[nH]1 do in these assays?
KCNH2 3.1 block: -4; Coupling enz: 4; KCNH2 WT inh: -9; CXXC DNA block: 5%; USP2a inh: 5%; B2AR arrestin: -1.3%; Menin MLL FP TR: 0%; PKM2 activator: 2%; GALK inh: -2%; Giardia killer: -4; TRPV1 agonist: -2

How did Cn1cnc2c(=O)[nH]cc([N+](=O)[O-])c21 do in these assays?
KCNH2 3.1 block: -34; Coupling enz: -22; CXXC DNA block: -4%; USP2a inh: 1%; B2AR arrestin: 0.0%; Menin MLL FP TR: -2%; PKM2 activator: -4%; GALK inh: -1%; Giardia killer: -25; TRPV1 agonist: 0

What do the screens show for `Cc1ccc(S(=O)(=O)NCCC(=O)NCc2ccc3c(c2)OCO3)cc1C`?
KCNH2 3.1 block: -12; Coupling enz: 1; KCNH2 WT inh: 2; CXXC DNA block: -13%; USP2a inh: -8%; B2AR arrestin: 0.0%; Menin MLL FP TR: -10%; PKM2 activator: 0%; GALK inh: -1%; Giardia killer: 6; TRPV1 agonist: -4

Results for CCOC(=O)c1c(C)nc2c(c(SC)nn2-c2ccccc2)c1N ?
KCNH2 3.1 block: 4; KCNH2 WT inh: -17; CXXC DNA block: -9%; USP2a inh: 0%; B2AR arrestin: -0.8%; Menin MLL FP TR: 37%[activator]; PKM2 activator: -10%; GALK inh: 0%; Giardia killer: 3; TRPV1 agonist: 12

What do the screens show for `Cc1ccc(NC(=O)CN(C)C(=O)CSc2ccc3c(c2)OCCO3)cc1`?
KCNH2 3.1 block: -16; KCNH2 WT inh: 3; USP2a inh: 1%; B2AR arrestin: 0.1%; Giardia killer: -23; TRPV1 agonist: 2

Results for C#CCNC(=O)C1=C[C@@H](C2CC2)C[C@@H](OCCCCO)O1 ?
KCNH2 3.1 block: 19; Coupling enz: -2; KCNH2 WT inh: -6; CXXC DNA block: 3%; USP2a inh: -8%; B2AR arrestin: -0.4%; PKM2 activator: 0%; GALK inh: -1%; Giardia killer: 3; TRPV1 agonist: 3

What do the screens show for `O=C(CNC(=O)c1sc2ccccc2c1Cl)NCc1cccc(C(F)(F)F)c1`?
KCNH2 3.1 block: -25; KCNH2 WT inh: -1; USP2a inh: 0%; B2AR arrestin: 0.0%; Giardia killer: 12; TRPV1 agonist: 6

Results for Cc1cc2c(OCC(O)CNC(C)(C)C)cccc2[nH]1 (stereo not given) ?
KCNH2 3.1 block: -2; Coupling enz: -3; KCNH2 WT inh: 4; CXXC DNA block: -3%; USP2a inh: 5%; B2AR arrestin: 0.1%; Menin MLL FP TR: 9%; PKM2 activator: 3%; GALK inh: -1%; Giardia killer: 11; TRPV1 agonist: -3

How did Cc1ccc(S(=O)(=O)N(C)c2cc(S(=O)(=O)N3CCC(C)CC3)c(C)cc2C)cc1 do in these assays?
KCNH2 WT inh: 0; CXXC DNA block: 0%; USP2a inh: -1%; B2AR arrestin: -0.2%; Menin MLL FP TR: -16%; PKM2 activator: -1%; GALK inh: 1%; Giardia killer: 14; TRPV1 agonist: inconclusive

How did Clc1cccc(Cl)c1-c1nnc2cccc(Cl)n12 do in these assays?
KCNH2 3.1 block: -3; Coupling enz: 3; KCNH2 WT inh: 2; CXXC DNA block: -2%; USP2a inh: -1%; B2AR arrestin: -0.4%; Menin MLL FP TR: -24%; PKM2 activator: 5%; GALK inh: -1%; Giardia killer: -26; TRPV1 agonist: 1

Results for CCN(CC)S(=O)(=O)c1cc(NC(=O)c2cccc(N3C(=O)CCC3=O)c2)ccc1Cl ?
KCNH2 3.1 block: 3; KCNH2 WT inh: -1; USP2a inh: 1%; B2AR arrestin: 0.0%; Giardia killer: 3; TRPV1 agonist: -1

Results for CN(C)S(=O)(=O)N1CCCC(C(=O)c2ccc(-c3ccccc3)c(F)c2)C1 (stereo not given) ?
KCNH2 3.1 block: 8; Coupling enz: 0; CXXC DNA block: -7%; USP2a inh: 1%; B2AR arrestin: 0.1%; Menin MLL FP TR: 14%; PKM2 activator: 1%; GALK inh: 0%; Giardia killer: 12; TRPV1 agonist: 4

How did Cc1c(CC(=O)NCC(=O)O)c(=O)oc2cc3c(cc12)CCC(C)(C)O3 do in these assays?
KCNH2 3.1 block: 4; Coupling enz: 1; KCNH2 WT inh: 0; CXXC DNA block: 0%; USP2a inh: -8%; B2AR arrestin: -0.8%; Menin MLL FP TR: -8%; GALK inh: 1%; Giardia killer: 11; TRPV1 agonist: -1

How did COc1ccc(OC)c(CN2C(=O)CCC2(C)C(=O)NC2CCCCCC2)c1 (stereo not given) do in these assays?
KCNH2 3.1 block: 3; Coupling enz: 2; KCNH2 WT inh: 3; CXXC DNA block: 1%; USP2a inh: -1%; B2AR arrestin: -0.3%; Menin MLL FP TR: -3%; PKM2 activator: 11%; GALK inh: -1%; Giardia killer: 13; TRPV1 agonist: -1

How did COc1ccc(C2=NN(c3nc(C)cc(C)n3)C(=O)C2)cc1 do in these assays?
KCNH2 3.1 block: 2; Coupling enz: -2; KCNH2 WT inh: -9; CXXC DNA block: 37%[activator]; USP2a inh: -4%; B2AR arrestin: -0.2%; Menin MLL FP TR: 1%; PKM2 activator: -5%; GALK inh: 4%; Giardia killer: 7; TRPV1 agonist: -1

How did Cc1cc(C(=O)CN2CCC(C)CC2)c(C)n1-c1ccccc1F do in these assays?
KCNH2 3.1 block: -9; Coupling enz: 0; KCNH2 WT inh: -3; CXXC DNA block: 10%; USP2a inh: 0%; B2AR arrestin: 0.3%; Menin MLL FP TR: 0%; PKM2 activator: -1%; GALK inh: 0%; Giardia killer: -16; TRPV1 agonist: -3

How did COC(=O)c1cccc(NC(=O)CSc2nnc(COc3cccc(C)c3)n2C)c1 do in these assays?
KCNH2 3.1 block: -2; Coupling enz: 3; KCNH2 WT inh: 3; CXXC DNA block: -3%; USP2a inh: 1%; B2AR arrestin: -0.1%; Menin MLL FP TR: -7%; PKM2 activator: 1%; GALK inh: 1%; Giardia killer: -7; TRPV1 agonist: 5

What do the screens show for `CCCN1CCN(CC(=O)Nc2nnc(C)s2)CC1`?
KCNH2 3.1 block: 25; Coupling enz: 0; KCNH2 WT inh: 0; CXXC DNA block: 11%; USP2a inh: 0%; B2AR arrestin: 0.1%; Menin MLL FP TR: 23%; PKM2 activator: 0%; GALK inh: 5%; Giardia killer: -22; TRPV1 agonist: -4

How did O=C(O)CCNc1nc(-c2ccccc2)c2cc(Br)ccc2n1 do in these assays?
KCNH2 3.1 block: 6; Coupling enz: 11; KCNH2 WT inh: 8; CXXC DNA block: -2%; USP2a inh: -4%; B2AR arrestin: -0.9%; Menin MLL FP TR: -1%; Giardia killer: 14; TRPV1 agonist: 3

What do the screens show for `O=C(COC(=O)c1cccc(Br)c1)Nc1ccc2[nH]c(=O)[nH]c2c1`?
KCNH2 3.1 block: 7; KCNH2 WT inh: 1; USP2a inh: 1%; B2AR arrestin: 0.0%; Giardia killer: 9; TRPV1 agonist: -2

How did O=C(c1ccoc1)N1CCC(CO)(CCc2ccccc2)CC1 do in these assays?
KCNH2 3.1 block: -1; Coupling enz: 5; KCNH2 WT inh: -4; CXXC DNA block: 15%; USP2a inh: 9%; B2AR arrestin: -1.0%; Menin MLL FP TR: -17%; PKM2 activator: 2%; GALK inh: 0%; Giardia killer: 1; TRPV1 agonist: 5

Results for CCCCNC(=O)c1cc(C)nc2ccccc12 ?
KCNH2 3.1 block: -1; Coupling enz: 3; KCNH2 WT inh: -1; CXXC DNA block: -5%; USP2a inh: 0%; B2AR arrestin: 0.2%; PKM2 activator: -2%; GALK inh: -3%; Giardia killer: 1; TRPV1 agonist: 3

Results for Cc1ccc(-c2cc(C(=O)NCc3ccccn3)c3ccccc3n2)cc1C ?
KCNH2 3.1 block: -23; Coupling enz: -18; KCNH2 WT inh: -5; CXXC DNA block: -4%; USP2a inh: -1%; B2AR arrestin: 0.0%; Menin MLL FP TR: 10%; PKM2 activator: 1%; GALK inh: -3%; Giardia killer: -1; TRPV1 agonist: 19

What do the screens show for `O=C(Nc1cccc(O)c1)c1cccc(S(=O)(=O)N2CCCCCC2)c1`?
KCNH2 3.1 block: -5; Coupling enz: -1; KCNH2 WT inh: 9; CXXC DNA block: 0%; USP2a inh: 0%; B2AR arrestin: -0.9%; Menin MLL FP TR: 58%[activator]; PKM2 activator: 8%; GALK inh: 11%; Giardia killer: 2; TRPV1 agonist: inconclusive
